# From PubChem
# mHTT-CaM PPI inh – inhibitors of human mutant huntingtin-calmodulin interaction | inhibition, % at 15 µM | AID 1671202 | 190,000 tested, 3.6% active | AlphaScreen His-mHTT/GST-CaM binding, luminescence;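 further: 0% = both proteins with DMSO and 100% = one protein alone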
# Target sequence (P42858 whole entry, looked up, stated change not applied): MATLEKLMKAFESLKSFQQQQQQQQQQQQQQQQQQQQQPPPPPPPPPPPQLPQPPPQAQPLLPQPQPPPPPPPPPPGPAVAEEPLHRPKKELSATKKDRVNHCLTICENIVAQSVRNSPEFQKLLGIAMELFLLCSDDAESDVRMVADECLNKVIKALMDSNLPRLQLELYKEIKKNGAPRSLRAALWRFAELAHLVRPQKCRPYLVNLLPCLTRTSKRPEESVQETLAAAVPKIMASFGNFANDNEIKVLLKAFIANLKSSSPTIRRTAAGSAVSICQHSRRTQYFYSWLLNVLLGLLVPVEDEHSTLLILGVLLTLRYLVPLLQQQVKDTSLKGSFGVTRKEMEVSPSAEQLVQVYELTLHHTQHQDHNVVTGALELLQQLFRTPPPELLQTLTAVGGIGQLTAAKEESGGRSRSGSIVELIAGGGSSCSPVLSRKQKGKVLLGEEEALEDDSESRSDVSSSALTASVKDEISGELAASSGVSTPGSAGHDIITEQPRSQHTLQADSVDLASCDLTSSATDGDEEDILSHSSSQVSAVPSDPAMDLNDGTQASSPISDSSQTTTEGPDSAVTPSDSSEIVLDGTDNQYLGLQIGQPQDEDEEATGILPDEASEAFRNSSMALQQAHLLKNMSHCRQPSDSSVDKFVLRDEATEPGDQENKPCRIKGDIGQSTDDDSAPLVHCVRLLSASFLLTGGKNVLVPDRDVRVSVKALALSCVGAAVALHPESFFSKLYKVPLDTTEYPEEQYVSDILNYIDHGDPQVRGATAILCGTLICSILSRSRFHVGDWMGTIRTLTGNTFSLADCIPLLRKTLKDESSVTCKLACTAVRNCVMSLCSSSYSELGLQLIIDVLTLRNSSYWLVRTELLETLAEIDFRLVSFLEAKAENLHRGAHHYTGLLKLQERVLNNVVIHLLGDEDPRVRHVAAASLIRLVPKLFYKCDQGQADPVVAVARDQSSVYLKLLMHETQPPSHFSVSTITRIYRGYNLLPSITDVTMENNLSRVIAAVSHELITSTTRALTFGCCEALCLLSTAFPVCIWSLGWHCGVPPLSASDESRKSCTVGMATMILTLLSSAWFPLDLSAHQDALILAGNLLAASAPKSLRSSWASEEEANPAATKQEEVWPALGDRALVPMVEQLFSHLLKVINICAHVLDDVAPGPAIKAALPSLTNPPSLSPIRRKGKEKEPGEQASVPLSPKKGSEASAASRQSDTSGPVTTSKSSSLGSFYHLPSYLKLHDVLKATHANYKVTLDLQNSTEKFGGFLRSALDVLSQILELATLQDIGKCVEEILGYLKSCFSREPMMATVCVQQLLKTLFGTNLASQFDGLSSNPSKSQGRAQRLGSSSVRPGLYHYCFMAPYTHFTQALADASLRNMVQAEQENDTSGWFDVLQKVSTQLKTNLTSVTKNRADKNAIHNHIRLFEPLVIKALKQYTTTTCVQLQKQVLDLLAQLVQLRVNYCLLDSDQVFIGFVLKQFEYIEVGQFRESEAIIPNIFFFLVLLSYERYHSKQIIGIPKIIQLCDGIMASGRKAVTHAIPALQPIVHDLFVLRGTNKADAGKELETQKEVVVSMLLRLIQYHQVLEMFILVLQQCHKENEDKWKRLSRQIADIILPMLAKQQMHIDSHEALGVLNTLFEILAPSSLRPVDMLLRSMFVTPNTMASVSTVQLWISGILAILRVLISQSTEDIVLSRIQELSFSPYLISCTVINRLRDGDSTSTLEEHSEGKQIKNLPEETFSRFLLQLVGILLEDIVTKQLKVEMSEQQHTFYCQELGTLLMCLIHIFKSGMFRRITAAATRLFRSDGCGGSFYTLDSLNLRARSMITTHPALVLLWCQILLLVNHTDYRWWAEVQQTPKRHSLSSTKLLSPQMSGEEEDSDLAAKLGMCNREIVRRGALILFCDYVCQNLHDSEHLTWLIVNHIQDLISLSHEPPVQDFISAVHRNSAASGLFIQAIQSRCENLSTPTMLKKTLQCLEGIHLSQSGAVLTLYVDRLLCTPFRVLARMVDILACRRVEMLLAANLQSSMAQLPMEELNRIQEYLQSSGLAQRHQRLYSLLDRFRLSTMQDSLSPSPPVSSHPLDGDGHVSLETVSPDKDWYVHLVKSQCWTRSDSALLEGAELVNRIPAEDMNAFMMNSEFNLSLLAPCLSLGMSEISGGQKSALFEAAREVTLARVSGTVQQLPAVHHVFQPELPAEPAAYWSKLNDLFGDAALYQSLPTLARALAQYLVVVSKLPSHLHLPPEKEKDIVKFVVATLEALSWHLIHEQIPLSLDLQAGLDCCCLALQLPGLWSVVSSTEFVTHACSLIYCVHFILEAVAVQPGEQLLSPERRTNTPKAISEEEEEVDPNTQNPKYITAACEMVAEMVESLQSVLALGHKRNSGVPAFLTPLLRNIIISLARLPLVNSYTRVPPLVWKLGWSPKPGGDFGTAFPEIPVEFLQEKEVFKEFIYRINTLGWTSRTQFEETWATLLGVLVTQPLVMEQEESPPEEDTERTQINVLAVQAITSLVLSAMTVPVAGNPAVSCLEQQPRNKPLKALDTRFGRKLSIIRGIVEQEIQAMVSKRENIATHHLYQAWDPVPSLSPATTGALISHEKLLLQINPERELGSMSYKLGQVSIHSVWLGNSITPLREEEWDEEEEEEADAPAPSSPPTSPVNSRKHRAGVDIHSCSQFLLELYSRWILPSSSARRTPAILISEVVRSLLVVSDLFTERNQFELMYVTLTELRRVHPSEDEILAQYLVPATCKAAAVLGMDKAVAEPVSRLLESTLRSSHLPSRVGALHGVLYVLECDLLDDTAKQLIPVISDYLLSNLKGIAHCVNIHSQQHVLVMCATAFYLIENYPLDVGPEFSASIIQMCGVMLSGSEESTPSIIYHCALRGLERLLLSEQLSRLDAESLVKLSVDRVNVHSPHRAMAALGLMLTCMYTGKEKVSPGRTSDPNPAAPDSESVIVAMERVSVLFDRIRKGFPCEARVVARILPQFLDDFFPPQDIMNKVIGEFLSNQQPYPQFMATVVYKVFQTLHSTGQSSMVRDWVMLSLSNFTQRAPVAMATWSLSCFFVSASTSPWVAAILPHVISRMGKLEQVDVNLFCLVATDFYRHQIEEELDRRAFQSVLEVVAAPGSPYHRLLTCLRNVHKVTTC
# Pf apPOL block – Pf-apPOL DNA polymerase inhibition | Recombinant Pf-apPOL, molecular beacon fluorescence, 1.5 h | inhibition, % at 10 µM | 210,000 tested, 0.25% active | AID 1794808
# Starred values were filed as active, the others as inactive; x = no result given; & = joins results of further samples. No stated cut-off is given here; in the data, active means inhibition above about 50%; inactive means the rest.
# Start of the data: the first 2 compounds as a preview:
nr	molecule	mHTT-CaM PPI inh	Pf apPOL block
1	CCCn1cc(C2=CCN(C(=O)Nc3ccccc3C)CC2)c2cccnc21	15.7	-7.9
2	Cc1cccc(OC(C)C(=O)N2CCN(c3ccc4nncn4n3)CC2)c1C (stereo unspecified)	-11.9	-5.3

# This part in full, repeating the preview:
nr	molecule	mHTT-CaM PPI inh	Pf apPOL block
1	CCCn1cc(C2=CCN(C(=O)Nc3ccccc3C)CC2)c2cccnc21	15.7	-7.9
2	Cc1cccc(OC(C)C(=O)N2CCN(c3ccc4nncn4n3)CC2)c1C (stereo unspecified)	-11.9	-5.3
3	COc1cccc(C(=O)N2C(C(=O)NC(C)C)COC23CCCCC3)c1 (stereo unspecified)	-2.9	2.5
4	Cc1nc(C)n2ccn(CCOc3ccccc3)c(=O)c12	8.4	-0.6
5	NC(=O)c1ccc(NC(=O)c2cccc(I)c2)cc1	0.9	1.5
6	Cc1ccccc1C(=O)Nc1ccc([N+](=O)[O-])cc1Br	14.7	-4.6
7	O=C(CCCn1c(=O)c2sccc2n(Cc2ccccc2Cl)c1=O)NCc1ccco1	-3.0	4.7
8	Cn1c(CN2CCN(c3ccc(Cl)cc3)CC2)nc2ccccc21	-2.0	-5.8
9	CCN(CC)C(=O)c1n[nH]c2c1CN(C(=O)Cc1ccc(C)cc1)CC2	16.3	-5.3
10	CCC(=O)NCCc1csc(C2CCCN(C(=O)c3ccc(C)s3)C2)n1 (stereo unspecified)	-7.5	-3.5
11	Nc1nc(-c2ccc(F)cc2)cs1	8.3	-5.5
12	Cc1sc(NC(=O)CCc2ccccc2)c(C#N)c1C	-5.9	4.3
13	COCCNC(=O)c1cc2n(n1)C(C(F)(F)F)CC(c1ccc(Br)cc1)N2 (stereo unspecified)	14.0	3.3
14	CS(=O)(=O)N1CCCc2ccc(NC(=O)c3ccc4nsnc4c3)cc21	-0.8	-10.9
15	CC1CN(C(=O)Nc2ccccc2Cl)c2ccccc2O1 (stereo unspecified)	-39.5	-6.6
16	O=C(NCc1cccc(C(F)(F)F)c1)c1ccnc(N2CCCCC2)n1	-124.7	-0.6
17	O=C(Cn1cnc2scc(-c3cccc([N+](=O)[O-])c3)c2c1=O)NCc1ccccc1	7.0	-4.5
18	CC(C)C[C@@H]1COc2cccc(N3CCN(Cc4ccccc4F)CC3)c2S(=O)(=O)N1	43.5	-6.4
19	CCOC(=O)CC1(NC(=O)N2CCCn3nc(-c4cccnc4)cc3C2)CCCCC1	5.2	-2.5
20	O=C(c1ccco1)N1CCC(OCc2nc(-c3ccncc3)no2)CC1	1.6	-3.7
21	CN(C)C1CN(C(=O)c2ccccc2F)CCC1(O)c1ccccc1 (stereo unspecified)	-1.9	-2.4
22	Cc1ccc(NC(=O)C2Oc3ccccc3NC2=O)cc1Cl (stereo unspecified)	-9.0	3.4
23	CCN(CC)CCOc1ccccc1OCc1ccccc1	-7.5	-8.0
24	COCC(C)NC(=O)c1cn(C(C)C)cc2c(=O)[nH]nc1-2 (stereo unspecified)	-11.9	-3.4
25	COc1ccc(Cl)cc1NC(=O)CSc1nc2ccccc2n1C(C)=O	6.0	-1.0
26	COC(=O)/C=C/c1cc(F)ccc1S(=O)(=O)NC(C)(C)C	-2.1	-2.7
27	Cn1c(=O)[nH]c2c(Br)nccc21	-4.5	x
28	CN1CCCN(Cc2cccs2)CC1	-3.9	-6.3
29	CC(C)CNC(=O)c1ccn2c(-c3cc(F)cc(F)c3)nnc2c1	-1.9	-3.8
30	Cc1cccc(NC(=O)CCC2CCN(c3cc(NC4CC4)ncn3)CC2)c1	38.0	2.0
31	Cc1cccc(NC(=O)N2CCC(CCNC(=O)C3CCCCC3)CC2)c1	-8.1	-4.3
32	O=C(Nc1ccccc1)NC1CCCCCC1	-7.7	4.2
33	CC1CCN(S(=O)(=O)c2ccc(Cl)c(C(=O)Nc3ccc(C(=O)O)cc3)c2)CC1	0.1	4.5
34	COc1ccc(CC(=O)Nc2nnc(C3CC(=O)N(c4ccc(OC)cc4)C3)o2)cc1 (stereo unspecified)	15.4	-3.7
35	O=C1N2CCSC2=NC1(Nc1ccccn1)C(F)(F)F (stereo unspecified)	-5.8	x
36	NNC(=O)c1nc[nH]c1C(=O)Nc1ccccc1	81.3*	-6.7
37	CC(C)(C)c1ccc(OCC(=O)Nc2ccc(-c3nc4ncccc4o3)cc2)cc1	3.0	-4.0
38	COC(=O)C1CN(Cc2ccccc2)CCS(=O)(=O)N1Cc1cn(Cc2ccccc2)nn1 (stereo unspecified)	-2.0	-6.9
39	COc1ccc(-c2nc(N(C)c3ccccc3)[nH]c(=O)c2C#N)cc1	x	3.2
40	COc1ccc(C(O)=C2C(=O)C(=O)N(CCCN3CCOCC3)C2c2ccc(Cl)cc2)cc1 (stereo unspecified)	-4.9	-12.5
41	O=[N+]([O-])c1ccccc1NC1OC(CO)C(O)C1O (stereo unspecified)	-4.4&-1.0	26.5
42	COc1ccc(N=Cc2cc(Br)cc(Cl)c2O)cc1OC	18.0	-1.4
43	Cc1cc(=O)n2[nH]c(N)nc2n1	-9.3	x
44	COCCCNC(=O)CSc1nc2nc(C)c(Cc3ccccc3Cl)c(C)n2n1	14.0	-4.4
45	Cc1ccnc(NC(=O)c2ccc(Br)o2)c1	-1.7	-3.2
46	COc1ccc(OC)c(C2C(=C(O)c3ccccc3)C(=O)C(=O)N2CCCC(=O)O)c1 (stereo unspecified)	-3.7	-3.0
47	C=CCn1c(=N)c(C(=O)NCC2CCCO2)cc2c(=O)n3ccccc3nc21 (stereo unspecified)	-5.0	-9.9
48	COC(=O)c1sccc1S(=O)(=O)NNC(=O)c1cnn(-c2ccc(Cl)cc2)c1C(F)(F)F	x	-4.6
49	CN(Cc1cccs1)C(=O)Nc1ccccc1	1.6	-2.0
50	CCc1ccc2ncc(C#N)c(N3CCC(C(=O)N4CCSCC4)CC3)c2c1	10.6	-4.1
51	COc1ccc(Cc2cnc(NC(=O)COc3ccccc3OC)s2)cc1	-11.0	-3.7
52	CC1(C)CC(=O)C2=C(C1)Nc1nc(SCc3ccccc3F)[nH]c(=O)c1C2c1cccs1 (stereo unspecified)	30.0	-5.2
53	O=C(c1ccc(OCC2CCCN2C(=O)C2CCCCC2)cc1)N1CCOCC1 (stereo unspecified)	0.6	-7.3
54	COc1ccc(OC)c(S(=O)(=O)N2CCC(CN3CCCCCC3)CC2)c1	-5.0	-0.5
55	O=C(c1ccccc1Br)N1CCCCC1	-6.3	-4.7
56	O=C(CSc1nc2c(c(=O)n1-c1ccc(F)cc1)SCC2)Nc1ccc([N+](=O)[O-])cc1	-3.0	-6.4
57	CC(=O)Nc1ccc(S(=O)(=O)N2CCN=C2C)cc1	-4.0	4.7
58	Cc1ccc(N2CCCN(Cc3ccccc3F)C2=O)c(NC(=O)C2CC2)c1	-4.2	-5.5
59	Oc1[nH]c2ccccc2c1C=Nc1cccc(F)c1	13.0	-0.9
60	CCc1cc(C2CCCN2C(=O)c2c(OC)cccc2OC)on1 (stereo unspecified)	-3.9	-0.7

# The list goes on; it opens with the four that closed the last part.
nr	molecule	mHTT-CaM PPI inh	Pf apPOL block
57	CC(=O)Nc1ccc(S(=O)(=O)N2CCN=C2C)cc1	-4.0	4.7
58	Cc1ccc(N2CCCN(Cc3ccccc3F)C2=O)c(NC(=O)C2CC2)c1	-4.2	-5.5
59	Oc1[nH]c2ccccc2c1C=Nc1cccc(F)c1	13.0	-0.9
60	CCc1cc(C2CCCN2C(=O)c2c(OC)cccc2OC)on1 (stereo unspecified)	-3.9	-0.7
61	N#C/C(=C\c1ccc(OCc2ccc(Cl)cc2Cl)cc1)c1nn(CCO)c(N)c1C#N	31.0&35.6	0.4&-6.7
62	COc1ccc(NC(=O)COc2cc(C)c(Br)c(C)c2)c(OC)c1	-12.8	-7.4
63	CCNC(=O)CN(c1ccc(OC)cc1)S(=O)(=O)c1ccccc1	-5.4	-5.4
64	Cc1ccc(N2C(=O)C3C(C2=O)C2(C(C)C)C=CC3(C)CC2)cc1 (stereo unspecified)	-7.0&-14.0	-1.4&-1.8
65	O=C1/C(=C/c2ccc(Cl)c([N+](=O)[O-])c2)Sc2ccccc21	22.0	-0.5
66	COc1ccccc1NC(=O)c1cncc(C#Cc2ccccc2)c1	x	-4.4
67	CCCOc1ccccc1C(=O)NCCCC(=O)O	5.0	-7.5
68	CCc1noc(-c2cnc3nc(C)ccc3c2NC(C)c2ccc(F)cc2)n1 (stereo unspecified)	27.0	-17.0
69	COc1ccc(OC)c2c(N3CC(C)OC(C)C3)cc(C(F)(F)F)nc12 (stereo unspecified)	-4.0	-4.9
70	CC(C)Cn1c(C2CCN(C(=O)c3ccnn3C)C2)nc2ccncc21 (stereo unspecified)	-3.0	2.5
71	O=S1(=O)c2c(cccc2N2CCSCC2)Oc2ccccc2CN1Cc1cn(Cc2cccc(C(F)(F)F)c2)nn1	-6.0	-4.1
72	Cc1ccc(C(=O)NC2(C(Cl)Cl)N=C(c3ccccc3)N=C2N)cc1 (stereo unspecified)	5.0	-1.1
73	COc1ccc(Cl)cc1C(=O)NCCn1nc(-c2ccccc2)n(C)c1=O	-15.8	-14.8
74	Cc1ccc2ncn(C3CCN(C(=O)C(C)Oc4ccccc4)CC3)c2c1 (stereo unspecified)	8.9	-3.7
75	COC(=O)c1ccc(C(=O)Nc2c(C(N)=O)oc3ccccc23)cc1	19.0	0.0
76	CCCCCCCCCCCCCCCC(=O)Nc1nc(=S)ss1	x	33.6
77	COc1ccc(CCC(=O)Nc2cc(C)ccc2C)cc1	-2.9	-0.2
78	Cc1ccc(NC(=O)C2CCN(c3ncnc4c3nc3n4CCCCC3)CC2)cc1	9.8	-0.5
79	Cc1ccc(C)c(OCC(=O)N(C)C)c1	-2.9	-5.2
80	COc1ccc(-n2nc3ccc(NC(=O)c4ccccc4[N+](=O)[O-])cc3n2)cc1	8.7	0.2
81	Cc1nc2cccnc2n1-c1ccc(CC(N)=O)cc1	0.8	-3.9
82	O=C(c1ccccc1)c1ccc(N2CCOCC2)c(F)c1	-32.1	3.5
83	CC1CC(=O)Nc2ccccc2N1C(=O)c1sc2ccccc2c1Cl (stereo unspecified)	x	-6.0
84	COCC(=O)Nc1ccc2c(c1)CN(C(=O)c1ccccc1)CC2	2.5	1.5
85	O=C1CC2CS(=O)(=O)CC2N1c1cc(Oc2ccc(F)cc2)cc([N+](=O)[O-])c1 (stereo unspecified)	27.0	2.7
86	CC(C(=O)N1CCCC1)C1CCN(S(=O)(=O)c2cccs2)CC1 (stereo unspecified)	2.6	-0.5
87	Cc1n[nH]c(C)c1S(=O)(=O)NCCOc1ccc2nnc(-c3ccccc3)n2n1	0.8	-1.0
88	Cc1cc2[nH]c(C(=O)Nc3ccc(Cl)cc3C)c(CN3CCOCC3)c2s1	-1.2	3.1
89	O=C(/C=C/c1ccc([N+](=O)[O-])cc1)Nc1ccc(Cl)cn1	7.0	-2.6
90	CCC(C)Oc1ccc(/C=C2/NC(=O)N(Cc3ccc(Cl)cc3)C2=O)cc1 (stereo unspecified)	-5.0	0.0
91	Cc1cc(C(=O)Nc2nnc(-c3ccno3)o2)no1	1.4	9.1
92	Cn1c(=O)c2c(nc(N3CCOCC3)n2CCSc2ncccn2)n(C)c1=O	-2.0	-1.5
93	O=C(Nc1ccc(Cl)c(Cl)c1)c1ccc(F)c(S(=O)(=O)N2CCCC2)c1	-1.0	-7.3
94	Cc1ccc(N=CC=C(Nc2ccc(C)cc2)c2ccc(Cl)cc2)cc1	x	-2.8
95	CC(C)NCC(O)COCc1ccccc1 (stereo unspecified)	-18.9	-0.6
96	CCN(CC)c1ccc(NC(=O)c2ccc3c(c2)OCO3)cc1	39.3	0.0
97	NC(=O)CCCCC1CCSS1 (stereo unspecified)	x	5.5
98	CCN1CCN(CC(O)COCc2ccc3c(c2)OCO3)CC1 (stereo unspecified)	-5.6	0.8
99	c1ccc(CSc2nc3ccccc3n2Cc2ccccn2)cc1	-28.0	-0.9
100	CC(=O)NCc1csc(C2CCN(C(=O)c3cc(F)ccc3Cl)CC2)n1	0.2	0.6

# By substructure: those above containing a tert-butyl group.
nr	molecule	mHTT-CaM PPI inh	Pf apPOL block
26	COC(=O)/C=C/c1cc(F)ccc1S(=O)(=O)NC(C)(C)C	-2.1	-2.7
37	CC(C)(C)c1ccc(OCC(=O)Nc2ccc(-c3nc4ncccc4o3)cc2)cc1	3.0	-4.0

# Next section
nr	molecule	mHTT-CaM PPI inh	Pf apPOL block
101	COc1ccc(-c2ncc3c(n2)CCN(C(=O)Nc2cccc(C(C)=O)c2)C3)cc1	5.1	-4.6
102	COc1ccc(C(=O)N2CCN(c3ccccc3F)CC2)cc1[N+](=O)[O-]	6.6	-4.3
103	O=C(CNC(=O)c1cc(Cl)cc(Cl)c1)Nc1ccc(F)cc1	-5.6	-2.3
104	O=[N+]([O-])c1cc2c(cc1C=Nc1ccc(-c3nc4ccccc4o3)c(O)c1)OCO2	43.0	-1.6
105	O=C(NCCc1csc(C2CCCN(C(=O)c3ccc(F)c(Cl)c3)C2)n1)C1CCC1 (stereo unspecified)	11.9	-2.6
106	CC(C)Cn1c(=O)c(N2CCN(C(=O)Nc3ccccc3)CC2)nc2ccncc21	1.1	1.9
107	O=C(c1cnc2ccccc2n1)N1CCCc2ccccc21	-3.0	-5.9
108	CC(=O)CC[C@H]1[C@@H](C#N)[C@H](C(C)C)CC[C@@]1(C)OC(C)=O	-3.5	x
109	COc1cccc2cc(-c3nnc(NC(=O)CCS(=O)(=O)c4ccccc4)o3)oc12	14.3	-11.9
110	NC(=O)Nc1ccc(Cl)cc1	x	-4.5
111	C/C(=C\c1oc2ccc(O)cc2c1[N+](=O)[O-])N(C)C	8.2	1.6
112	Cc1cc(F)ccc1NC(=O)c1ccc2c(c1)N(S(C)(=O)=O)CC2	-1.4	-1.1
113	CN(C(=O)N1CCN(C(=O)N(C)c2ccccc2)CC1)c1ccccc1	2.1	-13.6
114	CCn1c(C2CCN(C(=O)C3CC3)C2)nc2cccnc21 (stereo unspecified)	-5.0	-2.3

# Some of the compounds tested; count on the stated rates, not on these rows.
